# Screening results from PubChem BioAssay.
# RXFP1 antag = blocks the human relaxin receptor RXFP1; Q9HBX9; activity change, negative = inhibition, % at 57.5 µM; AID 1259400; 350,000 compounds, 0.59% hits; HEK293-RXFP1, relaxin-stimulated cAMP HTRF, 30 min; hits give low values;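 active means activity change of -60% or lower, but not beyond a set lower limit; inconclusive means change between -60% and -40%, or beyond the set limit; inactive means change above -40%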; further: on the % scale 0 is the no-effect control and ±100 the full control effect
# D1 antagonist = antagonists of human D1 dopamine receptor. P21728. HEK293 TREx D1 cells, calcium flux, dopamine EC80; hits give low values. activity change, negative = inhibition, % at 10 µM. 360,000 compounds, 3.2% hits. AID 504652; in the data active means activity change below about -30%; further: on the % scale 0 is the no-effect control and ±100 the full control effect
# Target sequence (P21728 whole entry, looked up): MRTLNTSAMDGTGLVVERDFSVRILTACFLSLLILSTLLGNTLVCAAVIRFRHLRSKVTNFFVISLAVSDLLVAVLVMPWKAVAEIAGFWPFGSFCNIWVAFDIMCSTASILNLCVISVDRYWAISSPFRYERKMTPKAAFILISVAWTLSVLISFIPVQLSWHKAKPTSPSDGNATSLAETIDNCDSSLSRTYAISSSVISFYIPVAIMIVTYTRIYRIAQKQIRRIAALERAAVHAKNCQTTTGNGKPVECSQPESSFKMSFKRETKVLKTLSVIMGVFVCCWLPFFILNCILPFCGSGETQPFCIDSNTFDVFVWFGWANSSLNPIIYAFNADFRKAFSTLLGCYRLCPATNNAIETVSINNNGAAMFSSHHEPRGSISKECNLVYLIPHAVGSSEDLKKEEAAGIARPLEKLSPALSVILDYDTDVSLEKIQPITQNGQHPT
#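 Compound effects on dopamine-evoked calcium signalling were measured in tetracycline-induced HEK293 Trex D1 cells. Dopamine at EC80 followed a 180 s compound pre-read, and fluorescence was tracked kinetically for 180 s more.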
# RXFP1 ag = agonists of human relaxin receptor RXFP1. Q9HBX9. HEK293T-RXFP1 cAMP TR-FRET, 30 min; response scale: percent of porcine relaxin response, buffer zero. Potency, µM (highest dose often 57.5 µM), for the others: at the highest dose activation, usual class: activators. 370,000 compounds, 0.3% hits; further: potency means the concentration at half of the fitted maximal effect; on the % scale 0 is the no-effect control and ±100 the full control effect; nearly all actives have a fitted effect of over 60% in size; many of its hits are not listed in these tables
#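 HEK293T cells stably expressing RXFP1 were pretreated with the PDE4 inhibitor Ro 20174, exposed to compounds for 30 min at 37C, lysed, and cAMP was read by TR-FRET. Data normalized to buffer (basal) and 29 nM porcine relaxin (100%).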
# Anesthetic bind = binds horse apoferritin like a general anesthetic; 350,000 compounds, 0.074% hits; apoferritin/1-aminoanthracene competitive binding, fluorescence; P02791; Potency, µM (titrated, usually from 77.5 µM), for the others: top-dose activity change, negative = displacement, hits mostly inhibitors; further: potency means the concentration at half of the fitted maximal effect; on the % scale 0 is the no-effect control and ±100 the full control effect; nearly all actives have a fitted effect of over 20% in size
# Target sequence (P02791 2-175 limits assumed): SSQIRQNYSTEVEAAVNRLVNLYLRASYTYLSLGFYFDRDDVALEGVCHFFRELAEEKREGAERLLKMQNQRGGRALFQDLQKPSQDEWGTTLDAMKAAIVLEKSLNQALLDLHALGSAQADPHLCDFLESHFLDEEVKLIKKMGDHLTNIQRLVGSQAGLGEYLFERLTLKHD
#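 Horse-spleen apoferritin (10 uM) in 50% saturated 1-aminoanthracene in PBS was incubated 10 min at room temperature with compound. Fluorescence (ex 380, em 535 nm) was normalized to free and bound 1-AMA, with concentration-response fitted by a four-parameter Hill equation.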
# D1 potentiator = enhances dopamine response at the human D1 receptor; P21728; HEK293 TREx D1 cells, calcium flux, dopamine EC20 potentiation; potentiation, % at 10 µM; 360,000 compounds, 0.036% hits; AID 504651; in the data active means potentiation above about 30%; further: 0% is about no effect
# TRHR PAM = allosterically enhances the human TRH receptor | AID 493056 | enhancement, % at 2 µM | P34981 | 360,000 compounds, 0.66% hits | TRHR cells, fluo-8 calcium fluorescence, EC20 TRH enhancement; in the data active means enhancement above about 30%; further: 0% is about no effect
# Target sequence (P34981 whole entry, looked up): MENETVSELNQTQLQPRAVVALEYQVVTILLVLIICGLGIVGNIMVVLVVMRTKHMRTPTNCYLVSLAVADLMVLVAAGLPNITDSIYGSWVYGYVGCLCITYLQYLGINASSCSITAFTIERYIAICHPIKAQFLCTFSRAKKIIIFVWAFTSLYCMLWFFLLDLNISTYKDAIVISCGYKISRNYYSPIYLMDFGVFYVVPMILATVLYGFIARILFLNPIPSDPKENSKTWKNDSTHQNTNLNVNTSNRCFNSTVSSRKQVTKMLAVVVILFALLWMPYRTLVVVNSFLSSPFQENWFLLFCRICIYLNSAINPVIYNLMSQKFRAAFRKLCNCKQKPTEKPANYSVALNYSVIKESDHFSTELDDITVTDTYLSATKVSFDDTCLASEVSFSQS
#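 TRHR-expressing cells loaded with fluo-8 calcium dye were read kinetically (ex 480/em 530) during compound addition, then stimulated with an EC20 of TRH (10 nM final). Enhancement of the Gq-mediated intracellular calcium response was scored.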
# D2 PAM = positively modulates the human D2 dopamine receptor allosterically | P14416 | HEK293 T-REx D2, calcium flux, EC20 dopamine potentiation | potentiation, % at 10 µM | 340,000 compounds, 0.34% hits | AID 485347;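 active means potentiation over 3 SD above the plate norm, cut at about 30% in these data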; further: 0% is about no effect
#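 Potentiation of an EC20 dopamine calcium response is measured in a force-coupled, tetracycline-inducible Hek293 Trex D2 line. Compound-only kinetic reads over 180 s flag agonists before dopamine addition.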
# D1 ag = human D1 receptor agonism | P21728 | HEK293 T-REx D1 cells, calcium flux, agonist mode | activation, % at 2 µM | 360,000 compounds, 1% hits | AID 504660; in the data active means activation above about 30%; further: 0% is about no effect
#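 Tetracycline-induced HEK293 TREx D1 cells, force-coupled to calcium signalling, were dye-loaded with a no-wash calcium kit. Compound was pin-added after a 10 s baseline. Fluorescence was read kinetically at 1 cycle/s for 180 s, with calcium rises flagged as agonism.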
# TRHR agonist = activates the human TRH receptor. P34981. TRHR cells, calcium flux fluo-8, FDSS agonist mode. activation, % at 2 µM. 360,000 compounds, 0.18% hits; in the data active means activation above about 30%; further: 0% is about no effect
#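 Agonist-mode FDSS calcium read (Ex 480/Em 530, 1 s cycles) in 1536-well TRHR cells with fluo-8 dye, after 10-cycle baseline and 23 nL compound addition; TRH at EC20 (10 nM final) added afterwards for the enhancer phase.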
# * marks the source's active call; other numbers are inactive results; ? = inconclusive; / = not tested or not shown; [ ] = another dose, or the depositor's remark. Unless noted, the call rests on the fitted dose curve; in most records, active means well fitted curve in the direction sought with a large enough effect; inconclusive means small, poorly fitted or top-dose-only effect, or another doubt; inactive means no such curve, though single readings can be large; an effect the other way counts as inactive or inconclusive. This is a subset (hit frequency here may not be typical).
mol,RXFP1 antag,D1 antagonist,RXFP1 ag,Anesthetic bind,D1 potentiator,TRHR PAM,D2 PAM,D1 ag,TRHR agonist
C=CC(C)C(C(=O)c1ccccc1)N(C)C (stereo unspecified),9,4,-0.2%,-5%,-3,-6,-6,5,0.5
O=c1cccc2n1CC1CC2CN(S(=O)(=O)c2cc(Cl)ccc2Cl)C1 (stereo unspecified),-3,6,2.7%,-7%,0,16,-6,2,0.2
CNC(=O)Oc1ccc2ncccc2c1,-7,-3,2.4%,-4%,-5,1,6,2,-0.1
Cc1ccc2c(c1)C(c1ccccc1)=NCC(=O)N2,7,-7,-0.6%,-10%,1,-8,-1,1,0.1
COc1cccc(Oc2c(C)oc3cc(OC(=O)N(C)C)ccc3c2=O)c1,17,4,0.4%,-2%,4,11,-9,2,-1.3
CC1CC(C)CN(CC(=O)c2ccc(OC(F)F)cc2)C1 (stereo unspecified),-6,-3,-0.1%,-6%,-2,-2,-4,1,0.0
COc1cc(CN2CC=C(c3ccc(F)cc3)CC2)cc(OC)c1,-15,3,-1.0%,-2%,-4,15,-30,2,0.4
CC(=O)O[C@]1(c2ccccc2)CCN(C)[C@H]2CCCC[C@@H]21,4,-3,-0.6%,5%,-7,-2,3,7,1.6
C/C(CCc1c[nH]c2ccccc12)=N\O,12,2,-0.8%,-18%,-8,31*,/,5,-1.9
O=c1[nH]c(=O)n(Cc2ccco2)c(O)c1C=NCc1ccc2c(c1)OCO2,3,1,0.0%,?,-4,-2,12,3,0.0
COc1ccc(C)cc1NC(=O)c1cccn(Cc2cccc([N+](=O)[O-])c2)c1=O,/,/,-1.5%,37%[activator],5,4,-10,0,1.0
CCCCCC1CC(CC(=O)NC(=S)Nc2ccc([N+](=O)[O-])cc2)C(=O)O1 (stereo unspecified),5,7,0.4%,?,0,-1,/,5,-0.2
CCc1cc(=O)[nH]c(SCCCF)n1,-3,-10,0.3%,2%,6,6,2,4,0.4
COc1cc(N2CCOCC2)ccc1/C=C1\C(=O)NC(=O)N(Cc2cccs2)C1=O,-33,-4,1.2%,-13%,15,4,20,-2,-0.2
C=C1[C@H]2CC[C@H]3[C@]4(C)C[C@H](O[C@H]5O[C@H](CO)[C@@H](OS(=O)(=O)O)[C@H](OS(=O)(=O)O)[C@H]5OC(=O)CC(C)C)C[C@@H](C(=O)O)[C@H]4CC[C@]3(C2)[C@H]1O,/,13,0.6%,/,-4,-1,-1,-1,0.5
CCC(=O)N1CC(=O)Nc2ccc(Br)cc2C1c1ccccc1 (stereo unspecified),-1,-4,-1.5%,-4%,0,29,-2,5,-0.4
c1cc2c(cc1CCNC1C3CC4CC(C3)CC1C4)OCO2 (stereo unspecified),-5,2,-0.5%,-8%,-12,5,-14,12,0.9
CCC(C)c1ccc(N2C(=O)NC(=O)/C(=C/c3cccn3CCOc3ccc(C)cc3)C2=O)cc1 (stereo unspecified),-9,-9,0.8%,-10%,-2,2,0,1,-0.1
CC(=O)OC1(c2ccccc2)CCN(C)C(C)C1C (stereo unspecified),-11,4,-4.0%,0%,-6,6,1,1,0.3
C=C1N2CCC(CC2)C1(O)c1ccc(C)c(C)c1 (stereo unspecified),-18,7,0.6%,-2%,-3,0,4,-1,0.3
CC(=O)N1CCN(CCN=Cc2c(O)n(-c3ccc(F)cc3)c(=S)[nH]c2=O)CC1,6,7,2.7%,2%,-1,4,7,4,1.5
c1ccc2c(CCNCc3ccc4c(c3)OCO4)c[nH]c2c1,-2,-43*,-0.2%,2%,-2,6,-6,99*,-0.2
COC(=O)C1=C(c2ccc(F)cc2F)C[C@@H]2CC[C@H]1N2C(=O)NCc1ccc(C(F)(F)F)cc1,/,-6,-0.4%,/,-2,2,-8,1,0.1
COP(=O)(NS(=O)(=O)c1ccccc1)OC,6,-6,-2.0%,1%,-3,7,9,0,0.7
CC(C)Cc1nnc(NC(=O)CCC(=O)N2CCC3(CC2)OCCO3)s1,-5,-2,-0.1%,4%,-5,2,0,2,0.2
CCOc1ccc(Cc2c(O)[nH]c(=O)[nH]c2=O)cc1,-23,4,0.5%,8%,4,-2,-4,1,0.4
CC(C(=O)c1c[nH]c2ccccc12)N1CCOCC1 (stereo unspecified),7,-4,-0.3%,-15%,-2,0,0,5,0.4
Cc1cc(C)c(-n2c(O)c(/C=N/N3CCCCC3c3cccnc3)c(=O)[nH]c2=O)c(C)c1 (stereo unspecified),-8,-15,0.1%,-3%,2,12,6,2,0.1
Cc1ccc(C)c(NC(=O)CSc2nnc([C@@H](N)Cc3c[nH]c4ccccc34)o2)c1,2,2,2.3%,-14%,-7,19,0,2,-0.3
CCCCn1c(O)c(C(CC)=NCCCN(C)C)c(=O)[nH]c1=O,7,-2,3.6%,12%,-5,1,-8,4,0.9
CCOC(=O)c1cccc(-[n+]2c(-c3ccccc3)cc(-c3ccccc3)cc2-c2ccccc2)c1,/,-11,2.3%,/,-4,1,-6,-1,0.3
Cc1ccc(C(=O)Nc2nc3ccccc3n2CCN2CCCC2)cc1,-7,2,-0.6%,?,-2,14,/,0,-0.3
Cc1ccccc1-n1c(/C=C/c2ccccc2F)nc2ccccc2c1=O,-13,0,2.7%,-16%,0,4,1,1,0.1
CC1=NN(c2ccccc2)C(=O)C1/C=C1\C(=O)NC(=O)N(c2ccc(C)c(C)c2)C1=O (stereo unspecified),-3,-23,-1.4%,-14%,-3,-5,0,3,0.2
CCC1=C(C)C(N2CCOCC2)=NP(N2CCOCC2)(N2CCOCC2)=N1,-1,-8,0.8%,-9%,-5,-4,-13,6,0.8
CC(C)=CCC12CN3CCN(CC(C3)C1=O)C2,-14,17,0.9%,-1%,-1,1,1,2,1.7
COC(=O)CC(NC(=S)N1CC2C[C@@H](C1)Cn1c2cccc1=O)C(=O)OC (stereo partly specified),-2,4,0.9%,5%,1,-4,/,5,1.1
Cc1ccc(NC(=O)CCNC(=O)N2C[C@H]3C[C@@H](C2)c2cccc(=O)n2C3)c(C)c1,/,-10,2.1%,-7%,-7,-4,5,2,0.2
Cc1ccc(Cl)cc1N1CCN(CCN)CC1,-3,-12,0.6%,-13%,-3,-6,/,14,0.1
COC(=O)c1c(C)n(Cc2ccccc2)c2ccc(O)cc12,1,1,-1.4%,-24%,-5,7,-11,1,-2.1

# Already shown: an excerpt of the list.
mol,RXFP1 antag,D1 antagonist,RXFP1 ag,Anesthetic bind,D1 potentiator,TRHR PAM,D2 PAM,D1 ag,TRHR agonist
CC(C(=O)c1c[nH]c2ccccc12)N1CCOCC1 (stereo unspecified),7,-4,-0.3%,-15%,-2,0,0,5,0.4
Cc1cc(C)c(-n2c(O)c(/C=N/N3CCCCC3c3cccnc3)c(=O)[nH]c2=O)c(C)c1 (stereo unspecified),-8,-15,0.1%,-3%,2,12,6,2,0.1
Cc1ccc(C)c(NC(=O)CSc2nnc([C@@H](N)Cc3c[nH]c4ccccc34)o2)c1,2,2,2.3%,-14%,-7,19,0,2,-0.3
CCCCn1c(O)c(C(CC)=NCCCN(C)C)c(=O)[nH]c1=O,7,-2,3.6%,12%,-5,1,-8,4,0.9
CCOC(=O)c1cccc(-[n+]2c(-c3ccccc3)cc(-c3ccccc3)cc2-c2ccccc2)c1,/,-11,2.3%,/,-4,1,-6,-1,0.3
Cc1ccc(C(=O)Nc2nc3ccccc3n2CCN2CCCC2)cc1,-7,2,-0.6%,?,-2,14,/,0,-0.3
Cc1ccccc1-n1c(/C=C/c2ccccc2F)nc2ccccc2c1=O,-13,0,2.7%,-16%,0,4,1,1,0.1
CC1=NN(c2ccccc2)C(=O)C1/C=C1\C(=O)NC(=O)N(c2ccc(C)c(C)c2)C1=O (stereo unspecified),-3,-23,-1.4%,-14%,-3,-5,0,3,0.2
CCC1=C(C)C(N2CCOCC2)=NP(N2CCOCC2)(N2CCOCC2)=N1,-1,-8,0.8%,-9%,-5,-4,-13,6,0.8
CC(C)=CCC12CN3CCN(CC(C3)C1=O)C2,-14,17,0.9%,-1%,-1,1,1,2,1.7
COC(=O)CC(NC(=S)N1CC2C[C@@H](C1)Cn1c2cccc1=O)C(=O)OC (stereo partly specified),-2,4,0.9%,5%,1,-4,/,5,1.1
Cc1ccc(NC(=O)CCNC(=O)N2C[C@H]3C[C@@H](C2)c2cccc(=O)n2C3)c(C)c1,/,-10,2.1%,-7%,-7,-4,5,2,0.2
Cc1ccc(Cl)cc1N1CCN(CCN)CC1,-3,-12,0.6%,-13%,-3,-6,/,14,0.1
COC(=O)c1c(C)n(Cc2ccccc2)c2ccc(O)cc12,1,1,-1.4%,-24%,-5,7,-11,1,-2.1

# Some of these compounds in order of molecular weight, low to high:
mol,RXFP1 antag,D1 antagonist,RXFP1 ag,Anesthetic bind,D1 potentiator,TRHR PAM,D2 PAM,D1 ag,TRHR agonist
CC(C)=CCC12CN3CCN(CC(C3)C1=O)C2,-14,17,0.9%,-1%,-1,1,1,2,1.7
Cc1ccc(C(=O)Nc2nc3ccccc3n2CCN2CCCC2)cc1,-7,2,-0.6%,?,-2,14,/,0,-0.3
CCC1=C(C)C(N2CCOCC2)=NP(N2CCOCC2)(N2CCOCC2)=N1,-1,-8,0.8%,-9%,-5,-4,-13,6,0.8

# Remaining list, next part
mol,RXFP1 antag,D1 antagonist,RXFP1 ag,Anesthetic bind,D1 potentiator,TRHR PAM,D2 PAM,D1 ag,TRHR agonist
CP(C)(=O)CCC(=O)O,-6,29,-1.9%,8%,1,-3,-6,-1,1.3
O=S(=O)(c1ccc(O)cc1)c1ccc(O)cc1,-6,0,5.4%,4%,-4,1,6,5,0.6
Cc1ccc2[nH]c(=S)n(-c3cccnc3)c(=O)c2c1,10,-1,6.9%,-1%,1,-4,-9,1,-0.4
CN(C)P(=O)(CCl)Nc1ccccc1 (stereo unspecified),-2,-7,-1.4%,-7%,2,5,2,2,-0.2
CCOC(=O)c1c(N)n(CCN2CCOCC2)c2nc3ccccc3nc12,6,10,0.4%,125%[activator],1,4,-2,1,0.1
